E-selectin induc: E-selectin induction in HUVECs, primary screen, imaging, HUVEC, immunofluorescence imaging, single point. 260,000 compounds, 0.37% hits. normalized: neutral wells 0, TNF-alpha wells 100. activation, % at 7.58 µM. AID 686992, 2013;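 active means mean E-selectin-positive cell signal at least 10% of the positive control, reached in at least 60% of replicates, without over 20% cell loss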;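 further: in these data hits start at about 27%; measured in HUVEC primary endothelial cells; signal is the percent of cells scored E-selectin positive by PE staining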
Target sequence (P16581 whole entry, looked up): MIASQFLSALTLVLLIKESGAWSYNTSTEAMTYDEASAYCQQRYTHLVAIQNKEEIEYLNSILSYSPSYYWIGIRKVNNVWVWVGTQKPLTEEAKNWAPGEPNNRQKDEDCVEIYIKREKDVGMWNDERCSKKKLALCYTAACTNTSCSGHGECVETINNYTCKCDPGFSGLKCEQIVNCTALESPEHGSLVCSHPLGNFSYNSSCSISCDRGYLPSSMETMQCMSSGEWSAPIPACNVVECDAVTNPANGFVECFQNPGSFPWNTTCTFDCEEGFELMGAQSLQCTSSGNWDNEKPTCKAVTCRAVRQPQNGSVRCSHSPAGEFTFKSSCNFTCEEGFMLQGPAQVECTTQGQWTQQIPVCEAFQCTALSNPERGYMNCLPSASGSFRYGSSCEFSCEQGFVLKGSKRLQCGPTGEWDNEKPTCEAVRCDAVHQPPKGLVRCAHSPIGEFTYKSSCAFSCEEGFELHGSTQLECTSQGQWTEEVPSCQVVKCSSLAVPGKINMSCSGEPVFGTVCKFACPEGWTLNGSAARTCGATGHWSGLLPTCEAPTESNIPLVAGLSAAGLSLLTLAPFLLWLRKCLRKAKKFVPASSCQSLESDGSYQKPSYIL
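Material: HUVEC primary endothelial cells; Amount: 3,000 cells per well; Dosing: single concentration; Medium: EGM-2 growth medium on 0.1% gelatin-coated wells; Read-out basis: percent E-selectin-positive cells; Signal: immunofluorescence imaging; Control set: TNF-alpha, DMSO.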
Xi reactivation: activators of inactive X chromosome reactivation, primary screen, imaging, XiGFP fibroblasts, GFP high-content imaging, set 2; XiGFP mouse fibroblasts, % GFP-positive cells imaging, 3 d; cells co-treated with 5-aza-dC sensitizer; scaled so ellipticine positive control = 100%; activation, % at 7.58 µM; 360,000 compounds, 0.055% hits;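 active means mean normalized replicate activation at least 10% and every replicate at or above 10%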;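 further: 0% = median of on-plate neutral control wells and 100% = ellipticine 6 µM median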
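material = 68-5-11 XiGFP fibroblast line | medium = DMEM plus 5-aza-dC sensitizer | schedule = 3 days compound exposure | benchmarks = positive control ellipticine, 6 µM final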
Numbers without * were called inactive; & = joins results of further samples.

mol,Xi reactivation,E-selectin induc
COCC(=O)N1CC2(CN[C@@H](CO)c3c2c2ccc(OC)cc2n3C)C1,0.2,-0.3
Cc1cccc(-c2ccc(C3[C@@H]4CN(Cc5cccc(F)c5)C[C@H]3N4)cc2)c1 (some centres undefined),0.0&0.0,-0.1&-0.1
CC(=O)c1nc(N2C(=O)CC(Cc3cc(C)cc(C)c3)C2=O)sc1C (centres undefined),-0.1,-0.4
COc1ccc2c3c(n(C)c2c1)[C@H](CO)N(C(=O)c1cnccn1)CC31CN(C(=O)c2ccncc2)C1,0.4,-0.5
C/C(=N\Nc1nnc2c3ccccc3n(C)c2n1)c1ccc(C)o1,-0.1,0.9
O=[N+]([O-])c1cccc(-c2nnc(C34CC5CC(CC(C5)C3)C4)o2)c1,0.0,-2.0
Cc1cc(C)cc(NC(=O)CCCSc2nc3ccccc3[nH]2)c1,0.0,1.1
COc1ccc2c3c(n(C)c2c1)[C@H](CO)NCC31CN(S(=O)(=O)c2cccc(F)c2)C1,0.4,-0.3
Cc1ccccc1NC(=O)Cn1c(O)c(N=NC(=O)c2ccccc2O)c2ccccc21,0.0,-1.6
COc1ccc(N2CCN(CC(=O)NC(=O)NCc3ccco3)CC2)cc1,0.1,-0.2
C[C@@H]1CCCCO[C@@H](CN(C)C(=O)Nc2ccc(F)cc2)[C@@H](C)CN([C@@H](C)CO)C(=O)c2cc(NC(=O)NC3CCCCC3)ccc2O1,-1.2,1.1
C#CCCCc1nc2ccccc2c(=O)n1N,0.1,-0.1

Two entries picked at random from the list so far:
mol,Xi reactivation,E-selectin induc
CC(=O)c1nc(N2C(=O)CC(Cc3cc(C)cc(C)c3)C2=O)sc1C (centres undefined),-0.1,-0.4
C#CCCCc1nc2ccccc2c(=O)n1N,0.1,-0.1

More records
mol,Xi reactivation,E-selectin induc
O=C(Oc1cccc(NC(=O)c2cccs2)c1)c1cccc(S(=O)(=O)N2CCCC2)c1,0.1,-0.3
COc1ccc(Nc2ccnc(Nc3ccc(OC)cc3)n2)cc1,0.0,-0.2
CCCNC(=O)N1CC2(CCN(Cc3cccc(OC)c3)CC2)c2c([nH]c3cc(OC)ccc23)[C@@H]1CO,0.3,-0.5
COc1ccc(N2CCN(C(CNC(=O)C(=O)NCCc3c[nH]c4ccccc34)c3ccco3)CC2)cc1 (centres undefined),0.1,0.0
Cc1ccccc1Nc1nc(N)nc(COC(=O)c2ccc(O)cc2)n1,0.5,-0.1
O=C(CCn1c2c(c3ccccc31)CCCC2)NNC(=O)c1ccccc1Cl,0.0,1.4
CCC(=O)N1CC2(C1)CN(C(=O)Nc1ccc(F)cc1)[C@@H](CO)c1c2c2ccc(OC)cc2n1C,0.3,0.0
Fc1ccc(-n2c(-c3cccs3)nc3nc4ccccc4nc32)cc1,0.1,36*
Cc1ccc(S(=O)(=O)N2CCCC2)cc1[N+](=O)[O-],0.2,-0.3
O=C(c1ccc2c(c1)OCO2)N1C[C@@H]2N[C@H](C1)C2c1ccc(-c2cncnc2)cc1 (some centres undefined),0.0,-0.1
O=C(Nc1cccc(F)c1)N1C[C@@H]2N[C@H](C1)C2c1ccc(-c2cncnc2)cc1 (some centres undefined),0.0,0.0
C[C@@H]1CN([C@H](C)CO)C(=O)c2cc(-c3ccc(F)cc3)cnc2O[C@@H]1CN(C)C(=O)c1ccncc1,-1.1,0.4
O=C(NCCCn1ccnc1)c1cc2ccccc2oc1=O,0.1,0.0
C[C@@H]1CN([C@H](C)CO)C(=O)c2c(c3ccccc3n2C)-c2ccccc2CO[C@@H]1CN(C)Cc1ccccc1C(F)(F)F,0.4,30*
C[C@@H]1CN([C@@H](C)CO)C(=O)c2cccc(NC(=O)CCCCCC(=O)Nc3ccccc3N)c2O[C@H]1CN(C)Cc1ccc(Oc2ccccc2)cc1,0.2,2.0
O=C(COC(=O)CCc1ccc(S(=O)(=O)N2CCCCC2)cc1)Nc1cccc2ccccc12,0.0,19
COc1ccc(S(=O)(=O)Nc2ccc3c(c2)C(=O)N([C@H](C)CO)C[C@@H](C)[C@H](CN(C)C(=O)Nc2ccccc2)OCCCC[C@H](C)O3)cc1,0.2,-0.3
OC(C#CCN1CCCC1)(c1ccccc1)c1cccc(F)c1 (centres undefined),-0.1,-0.2
COc1ccc2c3c([nH]c2c1)[C@@H](CO)N(C(=O)CN1CCOCC1)CC31CN(C(=O)NC(C)C)C1,0.3,0.4
Cc1ccc(NC(=O)c2c(-c3ccccc3)noc2C)nc1,0.0,-0.5
COc1ccc(N2C(=O)C(=O)/C(=C(/O)c3ccc(C)cc3)C2c2cccnc2)cc1 (centres undefined),-0.1,-0.4
COc1ccc(C)cc1N(C(=O)c1ccccc1)c1nc2ccccc2s1,0.3,0.4
O=C(/C=C/c1cccc(Cl)c1)N1CCC(Cc2ccccc2)CC1,0.0,0.3
C[C@H](CO)N1C[C@H](C)[C@@H](CN(C)C(=O)Nc2ccc(F)cc2)Oc2cc(-c3ccc(F)cc3)ccc2S1(=O)=O,-0.7,0.0
Cc1nnc(SCC(=O)c2ccccc2)n1Cc1ccccc1,-0.1,-1.3
C=CCn1c(CCNC(=O)c2cccs2)n[nH]c1=S,0.2,-0.9
c1csc(C2Nc3ccccc3-c3nc4ccccc4n32)c1 (centres undefined),0.0,-0.2
C[C@@H]1CN([C@@H](C)CO)S(=O)(=O)c2ccc(-c3ccc(F)cc3)cc2O[C@@H]1CN(C)C(=O)Nc1ccc(F)cc1,0.1,0.0
CC(=O)c1c(O)cc(=O)n(-c2ccccc2)c1-c1ccc(Cl)cc1,0.0,19
COc1ccc(C[C@H]2CCc3cnnn3COC[C@H](C(C)C)NC2=O)cc1,0.0,0.0
O=C(COC(=O)Cc1ccc(-c2ccccc2)cc1)NCc1ccc(F)cc1,0.0,-0.2
COc1ccc(NC(=S)NNC(=O)COc2ccc(Cl)cc2Cl)cc1,0.1,0.1
CCOc1ccccc1Nc1nnc(SC(C)C(=O)Nc2nc(-c3ccccc3)cs2)s1 (centres undefined),0.0,0.5
COc1ccccc1-c1ccc(C2[C@@H]3CN(Cc4cccc(F)c4)C[C@H]2N3)cc1 (some centres undefined),0.0,0.1
CC(=O)c1ccc(NC(=O)c2ccc(S(=O)(=O)c3ccccc3)cc2)cc1,0.0,1.8
C[C@H]1CN([C@@H](C)CO)S(=O)(=O)c2ccc(-c3ccc(C(=O)N(C)C)cc3)cc2O[C@@H]1CN(C)C(=O)C1CC1,0.3,0.0
Cc1cc(C)nc(/N=C(\N)Nc2ccc([N+](=O)[O-])cc2)n1,0.3,0.4
O=C(Nc1ccc(F)cc1)N1CC(=O)N2[C@@H](CO)[C@H](c3ccc(C#Cc4ccccc4)cc3)[C@@H]2C1,0.7,0.2
Cc1cccc(-c2ccc(C3[C@@H]4CN(C(=O)Nc5ccccc5)C[C@H]3N4)cc2)c1 (some centres undefined),0.2,-0.1
C[C@H]1CN([C@@H](C)CO)C(=O)c2cc(C#CC3CC3)cnc2O[C@H]1CN(C)C(=O)C1CCCCC1,-1.1,-0.2
COc1ccc(N(CC(=O)Nc2ccc3c(c2)OCO3)S(=O)(=O)c2ccc(F)cc2)cc1,0.0,0.7
O=C(C1CCCN(S(=O)(=O)c2ccccc2)C1)N1CCCCCC1 (centres undefined),0.0,0.0
COc1ccc(C2=NOC(COC(=O)c3ccc4ccccc4n3)C2)cc1 (centres undefined),0.8,0.0
COc1ccccc1-c1ccc(C2[C@@H]3CN(S(=O)(=O)c4ccc(C)cc4)C[C@H]2N3)cc1 (some centres undefined),0.0&0.0,0.1
CCOC(=O)c1nn(-c2cccc(C)c2)c2nnc(Cc3ccc(C)cc3)c(=O)n12,-0.1,0.4
CCOC(=O)C1=C(C)NC2=C(C(=O)c3ccccc32)C1c1ccc(O)cc1 (centres undefined),0.5,2.1
N#C/C(=C\c1cn(CC(=O)N2CCCC2)c2ccccc12)C(=O)NCc1ccc2c(c1)OCO2,-0.1,-0.6
O=C(Nc1ccc(N=Nc2ccccc2)c(NC(=O)C2CCCO2)c1)C1CCCO1 (centres undefined),0.0,-1.3

Nothing new here: entries from further up.
mol,Xi reactivation,E-selectin induc
COCC(=O)N1CC2(CN[C@@H](CO)c3c2c2ccc(OC)cc2n3C)C1,0.2,-0.3
Cc1cccc(-c2ccc(C3[C@@H]4CN(Cc5cccc(F)c5)C[C@H]3N4)cc2)c1 (some centres undefined),0.0&0.0,-0.1&-0.1

(cont.)
mol,Xi reactivation,E-selectin induc
COc1ccc2c3c([nH]c2c1)[C@H](CO)N(Cc1nccs1)CC31CN(C(=O)C2CCOCC2)C1,0.0,-0.2
CCCNC(=O)N1C[C@@H]2N[C@H](C1)C2c1ccc(-c2ccccc2C)cc1 (some centres undefined),0.0&0.0,0.4
COc1ccc(C(NC(C)=O)c2c(O)ccc3ccccc23)cc1OC (centres undefined),0.2,0.3
CCNc1nc(OCC)nc(N2CCC(Cc3ccccc3)CC2)n1,1.4,-0.3
CCOc1ccc(NCc2nnc(SCC(=O)Nc3nc(-c4ccccc4)cs3)n2-c2ccccc2)cc1,0.0,-0.2
CC1CCN(c2cc(N3CCN(C(=O)c4ccc(F)c(F)c4)CC3)c([N+](=O)[O-])cc2F)CC1,-0.1,-0.2
COC(=O)C1NN=C(C(=O)c2ccc(Br)cc2)C1c1cccc(Br)c1 (centres undefined),0.3,-0.2
O=C(COc1ccc2ccccc2c1)NNC(=O)c1cnccn1,0.0,-2.5
COc1ccc(S(=O)(=O)N(C)C[C@@H]2Oc3c(NC(=O)Nc4c(C)noc4C)cccc3C(=O)N([C@@H](C)CO)C[C@H]2C)cc1,-1.1,2.6
CCn1ncc(/C=C2/SC(=S)NC2=O)c1C,-0.2,-0.4
C/C(=N\N1CCN(c2ccccc2)CC1)c1ccco1,0.0,2.2
CC(Oc1ccc(Cl)cc1)C(=O)N/N=C/c1ccsc1 (centres undefined),-0.1,1.1

Complete entries, looked up by structure:
Listed for COc1ccc(C(NC(C)=O)c2c(O)ccc3ccccc23)cc1OC (centres undefined) → Xi reactivation = 0.2; E-selectin induc = 0.3
Listed for COc1ccc2c3c([nH]c2c1)[C@H](CO)N(Cc1nccs1)CC31CN(C(=O)C2CCOCC2)C1 → Xi reactivation = 0.0; E-selectin induc = -0.2

(continued)
mol,Xi reactivation,E-selectin induc
C[C@H](CO)N1C[C@H](C)[C@H](CN(C)Cc2ccncc2)Oc2ncc(-c3ccc(F)cc3)cc2C1=O,0.4,-0.1
CCN(CC)C(=O)c1sc(NC(=O)c2ccncc2)c(C(=O)OC)c1C,-0.1,-0.3
C/C=C/c1ccc2c(c1)O[C@@H](CN(C)C(=O)C1CCC1)[C@H](C)CN([C@H](C)CO)S2(=O)=O,-1.0,0.0
CCc1ccc(N2C(=O)CN(Cc3cc(OC)c(OC)c(OC)c3)C2=S)cc1,0.1,-1.6
CCN1CCN(C(=O)c2ccc(Sc3ccccc3Cl)c([N+](=O)[O-])c2)CC1,0.1,-1.5
Cc1ccccc1S(=O)(=O)N1C[C@@H]2N[C@H](C1)C2c1ccc(-c2cccc(C(=O)N(C)C)c2)cc1 (some centres undefined),0.1,1.5
COc1cccc(C2C(C#N)=C(N)N(c3ncn[nH]3)C3=C2C(=O)CCC3)c1 (centres undefined),0.0,-0.5
C[C@H](NC(=O)NCc1ccc(F)cc1)C(=O)O,0.0,-0.2
COc1ccc2c3c(n(C)c2c1)[C@@H](CO)N(C(=O)CC1CC1)CC31CCN(C(=O)C2CCC2)CC1,0.4,-0.3
C/C(=N/NC(=O)CN1CCN(S(=O)(=O)c2ccc(Br)cc2)CC1)c1cccnc1,0.2,-0.1
Cc1ccc(S(=O)(=O)N(C)C[C@H]2Oc3c(NC(=O)c4cc(C)nn4C)cccc3C(=O)N([C@H](C)CO)C[C@@H]2C)cc1,3.9,0.0
CC(OC(=O)Cc1coc2ccc3ccccc3c12)C(=O)Nc1ncc(Cl)cc1Cl (centres undefined),-0.1,-0.6
COc1ccc(NS(=O)(=O)c2cc(NC(=O)c3cnc(C)cn3)ccc2N2CCCCC2)cc1,0.1,0.1
COc1ccc(OCC(=O)N/N=c2\oc3c(OC)cccc3cc2C(N)=O)cc1,-0.1,-1.9

Bioassay records from PubChem.

Only part of the results is shown; count on the stated rates, not on these rows.
